Source: PubChem BioAssay
RUNX1 CBFb-SMMHC – inhibitors of RUNX1 Runt–CBFb-SMMHC binding, biochemical, TR-FRET (AID 1438) | one-dose inhibition, % at 20 µM; IC50 in µM for titrated hits | hit rate 2% among 2,200 | Runt-related transcription factor 1 (Homo sapiens) + Core-binding factor subunit beta … | TR-FRET Runt domain–CBFb-SMMHC binding, biochemical; higher % means a stronger effect; in the data active = inhibition from about 52%, or a potency from the dose series; inactive = the rest, 99 in 100 with inhibition below about 48%
An asterisk follows results filed as active. A portion of the library (hit frequency here may not be typical).

Preview (20 entries):
SMILES | RUNX1 CBFb-SMMHC
CCOCCCn1c(=NC(C)=O)c(C(=O)OCC)cc2c(=O)n3ccccc3nc21 | 14.6%
N#Cc1cc2c(=O)n3ccccc3nc2n(CCCN2CCOCC2)c1=O | 36.6%
CCN1CCS/C1=C/C=C/C1=[N+](CC)CCS1 | -78.8%
N#C/C(=C\c1c(N2CCCCC2)nc2ccccn2c1=O)C(=O)NC1CCS(=O)(=O)C1 (configuration not stated) | 12.1%
CC(C)CN(C(=O)CN1CCc2ccccc21)c1c(N)n(CC(C)C)c(=O)[nH]c1=O | -10.5%
CCN(CC)c1ccc2cc(-c3nc4ccccc4[nH]3)c(=O)oc2c1 | -337.2%
O=C1NC(c2ccco2)Nc2sc3c(c21)CCN(Cc1ccccc1)C3 (configuration not stated) | 34.9%
CCN1CCc2c(sc(N)c2C#N)C1 | 8.6%
Cc1ncc(CO)c(/C=N/NC(=O)c2ccccc2Br)c1O | 36.2%
N#Cc1c(N)n(-c2cccc(O)c2)c2nc3ccccc3nc12 | -7.7%
COC(=O)C1=C(C)NC2=C(C(=O)CCC2)C1c1cccc(C)n1 (configuration not stated) | 29.1%
CC(OC(=O)c1cc2c(ccc3ccccc32)oc1=O)c1nc2ccccc2s1 (configuration not stated) | 14.4%
NC(=O)c1c(Nc2nc3c(F)cccc3s2)sc2c1CCCC2 | 49.2%
CC(=O)Nc1cccc(C(=O)/C=C/c2ccc(N(C)C)cc2)c1 | -233.5%
Cc1c(O)c(CN2CCCCC2)cc2c3c(c(=O)oc12)CCC3 | 30.4%
CCCCCCc1cc2cc(C(=O)Nc3ccccc3OC)c(=O)oc2cc1O | 4.4%
Cc1c(C(=O)N/N=C/c2ccc(N(C)C)cc2)[nH]c2ccc(Cl)cc12 | 45.8%
CC(=O)N=c1c(C#N)cc2c(=O)n3cccc(C)c3nc2n1Cc1ccco1 | -8.8%
Cc1cc(Cl)ccc1OCC(=O)Nc1nc(-c2cccs2)cs1 | -5.5%
CCc1cc(=O)oc2c(C)c(O)c(CN(C)C)cc12 | 28.8%

Results, repeating the preview:
SMILES | RUNX1 CBFb-SMMHC
CCOCCCn1c(=NC(C)=O)c(C(=O)OCC)cc2c(=O)n3ccccc3nc21 | 14.6%
N#Cc1cc2c(=O)n3ccccc3nc2n(CCCN2CCOCC2)c1=O | 36.6%
CCN1CCS/C1=C/C=C/C1=[N+](CC)CCS1 | -78.8%
N#C/C(=C\c1c(N2CCCCC2)nc2ccccn2c1=O)C(=O)NC1CCS(=O)(=O)C1 (configuration not stated) | 12.1%
CC(C)CN(C(=O)CN1CCc2ccccc21)c1c(N)n(CC(C)C)c(=O)[nH]c1=O | -10.5%
CCN(CC)c1ccc2cc(-c3nc4ccccc4[nH]3)c(=O)oc2c1 | -337.2%
O=C1NC(c2ccco2)Nc2sc3c(c21)CCN(Cc1ccccc1)C3 (configuration not stated) | 34.9%
CCN1CCc2c(sc(N)c2C#N)C1 | 8.6%
Cc1ncc(CO)c(/C=N/NC(=O)c2ccccc2Br)c1O | 36.2%
N#Cc1c(N)n(-c2cccc(O)c2)c2nc3ccccc3nc12 | -7.7%
COC(=O)C1=C(C)NC2=C(C(=O)CCC2)C1c1cccc(C)n1 (configuration not stated) | 29.1%
CC(OC(=O)c1cc2c(ccc3ccccc32)oc1=O)c1nc2ccccc2s1 (configuration not stated) | 14.4%
NC(=O)c1c(Nc2nc3c(F)cccc3s2)sc2c1CCCC2 | 49.2%
CC(=O)Nc1cccc(C(=O)/C=C/c2ccc(N(C)C)cc2)c1 | -233.5%
Cc1c(O)c(CN2CCCCC2)cc2c3c(c(=O)oc12)CCC3 | 30.4%
CCCCCCc1cc2cc(C(=O)Nc3ccccc3OC)c(=O)oc2cc1O | 4.4%
Cc1c(C(=O)N/N=C/c2ccc(N(C)C)cc2)[nH]c2ccc(Cl)cc12 | 45.8%
CC(=O)N=c1c(C#N)cc2c(=O)n3cccc(C)c3nc2n1Cc1ccco1 | -8.8%
Cc1cc(Cl)ccc1OCC(=O)Nc1nc(-c2cccs2)cs1 | -5.5%
CCc1cc(=O)oc2c(C)c(O)c(CN(C)C)cc12 | 28.8%
COc1ccc(S(=O)(=O)N(C(C)=O)c2ccc3oc(=O)sc3c2)cc1 | 33.5%
CCCc1cc(=O)[nH]c(Nc2ccc3c(c2)OCCO3)n1 | -7.7%
COCCCn1c(=NC(C)=O)c(C#N)cc2c(=O)n3cccc(C)c3nc21 | -7.3%
COc1ccc(CCNC(=O)C2CCN(S(=O)(=O)c3c(C)noc3C)CC2)cc1OC | -11.5%
CC(=O)c1cc(CN2CCN(C3CCCCC3)C(CCO)C2)cs1 (configuration not stated) | -15.4%
CNC(=O)/C(C#N)=C/c1c(N2CC(C)OC(C)C2)nc2ccccn2c1=O (configuration not stated) | 34.5%
O=C1C2C3C=CC(CO)(O3)C2C(=O)N1c1ccccc1-c1ccccc1 (configuration not stated) | 35.8%
O=C(Nc1nc2n(n1)C(c1ccc(Cl)cc1)CC(c1ccc(Cl)cc1)N2)c1ccco1 (configuration not stated) | 16.4%
CSc1nc(=S)c2[nH]c(=S)[nH]c2[nH]1 | -15.9%
COCCN1C=C(C(=O)OC)C(c2ccccc2Cl)C(C(=O)OC)=C1 | 1.3%
NS(=O)(=O)c1ccc(-c2ccc(/C=N/Nc3ccc(C(=O)O)cc3)o2)cc1 | -5.9%
COc1cccc(CN2C(=O)c3cccc(N)c3C2=O)c1 | 33.4%
COCCCNC(=S)NCCCNc1nc2cc(C)cc(C)c2cc1C#N | -6.6%
CCN(CC)CCCN1C(=O)c2oc3ccccc3c(=O)c2C1c1cccs1 (configuration not stated) | 5.7%
COc1ccc(OC)c2c1C(=O)C(Cl)=C(Cl)C2=O | -105.5%
CCC(CC)C1C(C#N)=C(N)SC(N)=C1C#N | 6.0%
Cc1ncc(CO)c(/C=N/NC(=O)c2cc3c(s2)CCCC3)c1O | -6.7%
O=C1OC(Cc2ccccn2)C(O)=C1C1=NCCCCN1 (configuration not stated) | -6.4%
Cc1cccc(C)c1NC(=O)C1=C(O)c2sccc2N(C)S1(=O)=O | -1.1%
CC(C)OCCCNC(=O)c1c(N)n(/N=C/c2cccs2)c2nc3ccccc3nc12 | 31.1%
CC1=C(C(=O)Nc2ccccc2F)C(c2ccsc2)C2=C(CC(c3ccccc3)CC2=O)N1 (configuration not stated) | 40.4%
CCN(CC)S(=O)(=O)c1ccc(OC)c(NS(=O)(=O)c2ccc(F)cc2)c1 | -6.0%
CCCN1CC=C2C(C#N)=C(N)C(C#N)(C#N)C(c3cc(OC)ccc3OC)C2C1 (configuration not stated) | -1.7%
N#CC1=C(N)N2C(=C(C#N)C1c1ccc(Br)cc1)Nc1ccccc12 (configuration not stated) | 38.7%
CN(C)c1cccc(C(=O)OCc2cc(=O)oc3cc(O)ccc23)c1 | 47.5%
Cc1cc(=O)oc2c(CN(CC(C)C)CC(C)C)c(O)ccc12 | 6.7%
CN1/C(=C\C(=O)c2cccs2)C(C)(C)c2ccccc21 | -3.3%
CCOc1ccccc1NC(=O)CSc1c(C)n[nH]c1C | -7.4%
NS(=O)(=O)c1ccc(NC(=O)COC(=O)c2c3c(nc4ccccc24)/C(=C\c2ccc4c(c2)OCO4)CCC3)cc1 | -24.4%
CCCCCCc1cc2cc(C(=O)Nc3ccccc3)c(=O)oc2cc1O | 22.5%
NSc1nc(N)c2nc(-c3ccccc3)c(-c3ccccc3)nc2n1 | 17.7%
CCCCn1c(=NC(=O)c2cccnc2)c(C(=O)OCC)cc2c(=O)n3ccccc3nc21 | 43.0%
COc1ccc(C2CC(c3cccs3)=NN2c2ccc(C=O)cc2)cc1 (configuration not stated) | -6.7%
Cc1cccc(-c2nnn3c2nc(NCCc2ccc(S(N)(=O)=O)cc2)c2ccccc23)c1 | -267.9%
CN1Cc2sc(N)c(C#N)c2CC1(C)C | 5.2%
COc1ccc(Oc2nc3c(C)cccn3c(=O)c2/C=C(\C#N)C(N)=O)cc1 | -9.4%
COCCCn1c(=N)c(C(=O)NC2CCCCC2)cc2c(=O)n3ccccc3nc21 | 1.8%
CCC(=O)Oc1ccc2c(c1)O/C(=C\c1ccco1)C2=O | -13.0%
O=C(CN1C(=O)C2C3CCC(C3)C2C1=O)NCc1ccco1 (configuration not stated) | -9.6%
CCCCCOC(=O)c1c(N)n(CCOC)c2nc3ccccc3nc12 | -4.2%
Cc1ccc(C)c(NS(=O)(=O)c2cc(C(=O)NCCC3=CCCCC3)ccc2C)c1 | -7.2%
CCN1CCc2c(sc(NC(=O)Nc3ccc(Cl)c(Cl)c3)c2C(N)=O)C1 | -35.8%
Cc1ccc(NC(=O)CN(C)S(=O)(=O)c2cnc[nH]2)cc1C | -3.3%
